Peg3 prom inh – Peg3 promoter-driven luciferase inhibitors, primary screen, cell-based, HeLa, luciferase luminescence | HeLa PEG-Prom luciferase reporter, overnight | inhibition, % at 20 µM | 1.7% of 360,000 active | AID 588405, 2011;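 active means inhibition of at least 50% at 20 µM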
aDG glyco up – activators of alpha-DG glycosylation, primary screen, uHTS, Pro5-aDG cells, AlphaScreen; alpha-DG glycosylation AlphaScreen (IIH6); 0% Pro5, 100% B10-LARGE cell signal; activation, % at 10 µM; 0.22% of 360,000 active; AID 624168, 2012;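 active means activation of at least 8% versus controls, or a plate z-score of at least 8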;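 further: Pro5 are CHO cells carrying HIG-tagged alpha-DG that lacks glycosylation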
Granule exo inh – LAMP-1 surface exposure blockers, TALL-104 cells – cell-based, flow cytometry, MLPCN library, primary screen; TALL-104 LAMP-1 surface exposure; cells stimulated with thapsigargin and PMA; AID 651702, 2012; inhibition, % at 10 µM; 0.66% of 360,000 active;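 active means inhibition above about 55%, limit read from the data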
TRPM1 prom inh – inhibitors of MITF-dependent TRPM1 promoter reporter, primary screen, cell-based, SK-MEL-5, single point, luciferase; SK-MEL-5 TRPM1 promoter luciferase, 24 h; inhibition, % at 12.5 µM; 0.83% of 330,000 active;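 active means mean inhibition across replicates of 60% or more, whatever share of single replicates reaches that level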; further: values of inactives mirror those of a sister screen read the other way
HIF-2a block – HIF-2a reporter inhibitors, primary screen, luminescence, 786-0 RCC cells. 786-0 RCC cells HIF-2a reporter, luciferase luminescence, overnight. inhibition, % at 18.8 µM. 0.72% of 360,000 active. AID 624352, 2012;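 active means inhibition of the luminescence signal of 40% or more relative to plate controls, in a single-dose primary screen at 18.75 µM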
hiPSC survival – enhancers of single-cell hiPSC survival, primary screen, ATPlite luminescence | 0.044% of 360,000 active | 100% = ROCK inhibitor wells, 0% = DMSO | survival enhancement, % at 20 µM; in the data active means survival enhancement above about 18%;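 further: cells exposed to compounds for 16 hours before the ATP read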
CaV13 ICDI inh – Primary screen for inhibitors of IQ motif and Ca2+-dependent inactivation inhibitor domain binding in CACNA1D, Förster resonance energy transfer in living cells, … | HEK cells, CFP/YFP FRET ICDI-IQ, plate reader, 10 min; percent FRET-ratio fall versus neutral wells | inhibition, % at 12.3 µM | 0.098% of 340,000 active | AID 743397;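 active means mean replicate inhibition of at least 30% and at least 1% of replicates passing that level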;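 further: 0% = median of the neutral control wells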
Vif imaging – HIV Vif self-association inhibitors, primary screen, imaging, HEK293T, single point; inhibition, % at 7.49 µM; 0.35% of 340,000 active; HEK293T cells, Vif self-association by quenched fluorescence, 24 h; in the data active means inhibition above about 50%, passing the limit was not always enough; further: some results filed as inactive read as strong as hits
NR2E3 ag-1 – inhibitors of NR2E3-RetCOR corepressor binding, primary screen, NR2E3 agonist project, biochemical, TR-FRET, GST-NR2E3, biotin-RetCOR; Photoreceptor-specific nuclear receptor (Homo sapiens), Q9Y5X4; 0.12% of 320,000 active; 1536-well; inhibition of corepressor binding, % at 4.78 µM; AID 2300, 2010;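 active means percent inhibition above the cutoff of mean plus 3 SD of all tested compounds, set per screening campaign, cut at about 20% in these data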;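 further: 0% = DMSO wells and 100% = biotin wells as full block of FRET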
Target sequence (Q9Y5X4 whole entry, looked up): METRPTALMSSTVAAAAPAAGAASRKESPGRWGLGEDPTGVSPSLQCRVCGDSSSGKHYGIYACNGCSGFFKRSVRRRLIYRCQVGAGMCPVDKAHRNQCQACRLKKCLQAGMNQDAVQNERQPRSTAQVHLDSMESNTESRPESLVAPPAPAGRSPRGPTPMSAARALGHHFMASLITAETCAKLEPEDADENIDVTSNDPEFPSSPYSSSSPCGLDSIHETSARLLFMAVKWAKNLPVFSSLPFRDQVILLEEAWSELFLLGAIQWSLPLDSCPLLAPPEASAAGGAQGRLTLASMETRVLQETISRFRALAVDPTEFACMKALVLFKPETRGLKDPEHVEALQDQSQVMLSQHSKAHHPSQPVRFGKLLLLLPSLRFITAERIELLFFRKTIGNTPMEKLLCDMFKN
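Material: NR2E3–RetCOR corepressor complex / Amount: 1.35 nM GST-NR2E3 / Medium: Tris pH 7.5 / Compound: single nominal compound dose of 4.8 µM / Incubation: 5 h at 4 °C / Technique: TR-FRET, Eu(K)-anti-GST donor, streptavidin-D2 acceptor, ex 340, em 617/671 nm / Read-out basis: percent loss of FRET ratio relative to control wells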
PDI turbidity – inhibitors of human PDI, primary screen, biochemical, turbidity, single point, plate reader | PDI insulin aggregation turbidity, A650, 90 min | 0.052% of 350,000 active | Protein disulfide-isomerase (Homo sapiens), P07237 | inhibition, % at 10 µM;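 active means mean inhibition across replicates of 30% or more, whatever share of single replicates reach that level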;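 further: absorbance from insulin aggregation driven by PDI reduction with DTT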
Target sequence (P07237 whole entry, looked up): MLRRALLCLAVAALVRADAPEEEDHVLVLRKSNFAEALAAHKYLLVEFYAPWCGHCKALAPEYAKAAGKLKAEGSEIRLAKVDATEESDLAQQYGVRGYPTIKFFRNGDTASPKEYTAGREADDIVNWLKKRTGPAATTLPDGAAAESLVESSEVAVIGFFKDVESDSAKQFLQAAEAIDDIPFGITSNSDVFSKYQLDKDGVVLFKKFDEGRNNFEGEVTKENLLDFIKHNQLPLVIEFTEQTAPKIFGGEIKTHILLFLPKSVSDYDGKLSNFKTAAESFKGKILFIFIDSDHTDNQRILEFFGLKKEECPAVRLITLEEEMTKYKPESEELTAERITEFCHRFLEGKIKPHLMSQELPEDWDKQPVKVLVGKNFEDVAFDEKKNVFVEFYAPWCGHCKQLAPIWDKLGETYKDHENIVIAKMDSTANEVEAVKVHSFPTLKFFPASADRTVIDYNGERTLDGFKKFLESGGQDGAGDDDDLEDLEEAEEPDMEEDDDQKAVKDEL
NR2E3 ag-2 – NR2E3 agonists in two-hybrid cells, primary screen, cell-based, luminescence, CHO-S, Gal4-NCOR/VP16-NR2E3; Photoreceptor-specific nuclear receptor (Homo sapiens), Q9Y5X4; luciferase; AID 602229, 2012; 0.35% of 360,000 active; inhibition of corepressor binding, % at 3.98 µM;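 active means inhibition above the mean of all tested compounds plus 3 SD, cut at about 70% in these data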;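 further: 0% = DMSO with NR2E3 transfected cells and 100% = cells lacking NR2E3 construct; higher means lower luciferase signal from less NR2E3 corepressor binding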
The depositor's hits bear a star; . = not tested or not shown. Outcome played no part in choosing rows. About 3.5% of those tested had a hit in this group.

SMILES	Peg3 prom inh	aDG glyco up	Granule exo inh	TRPM1 prom inh	HIF-2a block	hiPSC survival	CaV13 ICDI inh	Vif imaging	NR2E3 ag-1	PDI turbidity	NR2E3 ag-2
O=C(C[n+]1ccc2ccccc2c1)c1ccc2ccc3ccccc3c2c1	.	0.1	-2	.	23	-2.0	-5	.	.	.	-14
O=c1[nH]c2cc(Cl)c(Br)cc2o1	4	0.2	1	-4	2	3.3	-16	2	.	13	5
COC(=O)c1ccc(NC(=O)c2ccc(OC(C)=O)c(OC)c2)cc1	-265	-0.1	-3	-48	-283	-0.3	-7	-8	3	-2	-136
Cc1cccc(NC(=O)c2ccc(S(=O)(=O)NCc3ccco3)cc2)n1	-133	0.3	2	-37	-170	-0.3	-3	-13	5	1	-79
O=C(CSc1nnc(-c2ccncc2)n1Cc1ccco1)Nc1ccccc1Cl	13	0.2	-2	-9	10	-1.2	-5	-1	1	-12	-23
O=[N+]([O-])c1ccc(N2CCN(S(=O)(=O)c3ccccc3)CC2)cc1NCCN1CCOCC1	20	-0.6	-2	-5	14	-0.7	-4	-2	-4	26	1
CCOC(=O)C1=CN(Cc2ccco2)S(=O)(=O)NC1CC (stereo unspecified)	-1	0.0	-5	4	5	-0.6	-5	-4	.	-2	-14
C[C@@H](C(=O)OCC(=O)NCCc1ccc(S(N)(=O)=O)cc1)N1C(=O)C2CCCCC2C1=O (stereo partly specified)	-2	-0.4	-1	15	12	2.2	-3	12	-2	-3	11
CCC(NC(=O)Nc1cc(C)on1)(C(F)(F)F)C(F)(F)F	7	-0.1	-3	6	16	-0.6	-20	13	0	-6	-4
O=C(C1CCC(=O)N(C2CC2)C1)N1CCN(c2cccc(Cl)c2)CC1 (stereo unspecified)	7	0.5	-5	4	10	-0.4	.	3	.	1	-2
CCOC(=O)c1c(C)[nH]c(C(=O)OCC(=O)c2ccccc2)c1C	-300	1.4	12	-121	-273	-0.3	-5	-21	2	-11	-136
CC(C(=O)Nc1ccc(Br)cc1)N(C)CC(=O)NCc1ccco1 (stereo unspecified)	1	-0.1	-1	-2	4	0.5	-2	-2	3	3	-25
O=C(COc1ccc2c(c1)CCC2)N1CCN(c2ccc(F)cc2)CC1	14	0.0	-8	15	11	-0.1	-2	.	2	11	-25
O=C1Nc2c(c(=O)[nH]c(=O)n2Cc2ccccc2)C1(NS(=O)(=O)c1ccccc1)C(F)(F)F (stereo unspecified)	19	-0.3	0	-3	-2	-0.5	4	-3	1	14	-8
COc1cc(/C=C/c2[nH]c(=O)[nH]c(=O)c2[N+](=O)[O-])cc(OC)c1O	-13	-0.1	3	1	14	1.0	11	-5	.	-8	-29
Cc1ccc(NC(=S)Nc2ccc3[nH]c(=O)[nH]c3c2)cc1C	-14	-0.1	-2	-9	-28	-0.5	-6	-3	1	-4	-29
CC[C@@]1(C(=O)OC)N[C@H](CN(C)C(=O)COc2ccccc2)[C@@H]2C(=O)N(Cc3ccccc3)C(=O)[C@@H]21	10	-0.2	-2	2	-1	1.5	-6	9	.	4	-9
CCCN(CCC)Cc1cc(=O)oc2cc3c(cc12)CCC3	24	0.0	-1	-12	4	0.0	-5	-2	0	17	-9
O=C1c2ccccc2[C@@H]2C[C@@H](O)[C@H](Nc3ccccc3-c3ccccc3)CCN12	-7	0.3	-3	-7	6	-0.8	-6	-2	.	1	-32
COc1ccc(CCn2c(C)cc(C(=O)CSc3nc(N)cc(=O)[nH]3)c2C)cc1	13	0.6	6	25	-7	0.0	-4	.	-2	6	-2
c1ccc(CCN2CCN=C2Nc2ccccc2)cc1	-7	0.0	-1	8	0	-1.7	-5	-3	-2	-1	17
CN1OC[C@@H]2CN3C(=O)N(c4cccc5ccccc45)c4ccccc4[C@@H]3C[C@@H]21	17	-0.2	-3	.	14	-0.8	-7	-7	.	.	-5
CN(C)S(=O)(=O)N1CCN(CC(O)COc2ccc3cc(Br)ccc3c2)CC1 (stereo unspecified)	5	3.5	0	13	-12	-3.9	-7	-20	5	-1	23
COC(=O)c1c(NC(=O)c2nc3ccccc3s2)sc2c1CC(C)(C)NC2(C)C	104*	0.2	67*	77*	23	0.0	-6	.	3	-2	16
CCOc1ccc2c(c1)n([O-])c1c([n+]2=O)CCCC1	17	0.0	23	4	11	0.0	-1	-7	.	-2	-3
Cc1c(NC(=O)COC(=O)c2ccccc2Cl)c(=O)n(-c2ccccc2)n1C	9	-0.1	-2	1	8	-0.5	-6	-9	2	-4	-12
COc1ccc(NC(=O)CN(C)C(=O)c2cn(-c3ccccc3)nc2-c2ccc(F)cc2)cc1	0	0.0	-4	7	-16	-0.4	-15	4	1	9	-16
CCCCNC(=O)C(=O)N/N=C/c1ccc(OCC(=O)Nc2cccc(OC)c2)c(OC)c1	-35	0.2	6	-17	3	-1.2	-6	.	-5	-3	10
COC(=O)C1(C(F)(F)F)C2C=CC(C2)N1S(=O)(=O)c1ccc(C)cc1 (stereo unspecified)	9	-0.1	0	12	10	1.3	-4	7	0	14	4
O=C1CC(c2ccc3c(c2)OCO3)Sc2nc3ccccc3n21 (stereo unspecified)	-23	0.0	-1	-14	-36	-1.7	.	0	4	25	20
CCOC(=O)C1CCN(S(=O)(=O)c2ccc(C)cc2)CC1	-40	0.4	6	1	8	-1.0	-10	-4	1	-6	17
CCc1nc(CNC(=O)C2CCC(=O)N(CCc3ccc(OC)cc3)C2)cs1 (stereo unspecified)	-6	-0.1	-7	-5	7	-0.4	-6	.	2	3	-25
O=c1[nH]c(SCc2ccccc2[N+](=O)[O-])nc2nc[nH]c12	2	0.1	-1	-3	9	0.5	-4	-1	-2	0	-23
O=C(c1cn(-c2ccccc2)nc1-c1cccs1)N(CCO)Cc1ccccc1	17	0.3	-2	4	1	-2.8	-2	7	2	2	4
C/C(=N/NC(=O)Cc1ccccc1)c1ccc(C)s1	-89	0.1	3	-28	-103	-0.6	-3	-12	-5	-9	-30
CC(=O)N1CCN(c2ccccc2NC(=O)c2ccc(Br)o2)CC1	8	-0.1	-1	-6	8	-0.3	.	4	0	1	-35
CC1SC(=Nc2ccccc2)N(S(=O)(=O)c2ccccc2)C1=O (stereo unspecified)	6	-0.2	-2	2	13	3.2	-5	1	3	-3	-23
CSc1nc(N2CCCC2)c2c(c1C#N)CC(C)(C)OC2	26	-0.1	0	12	23	-1.1	-6	-6	0	-4	-21
Cc1cccc2cc3c(N)c(C#N)sc3nc12	-15	0.0	3	26	5	0.1	.	7	-1	-7	-106
Cc1ccc(S(=O)(=O)NC(CC(=O)O)c2ccccc2)c(C)c1 (stereo unspecified)	2	0.1	-1	10	12	3.1	-8	7	1	7	-16
COc1ccc(C2N3CC4(C)CN2CC(C)(C3)C4)cc1OC (stereo unspecified)	5	0.0	-1	-2	20	2.5	-3	6	-3	-5	-6
CCCc1ccc(C(=O)/C=C/N(C)C)cc1	-220	-0.4	2	-56	-214	-0.6	2	-2	2	-10	-37
COc1ccc(CNc2nc(-c3cccnc3)nn2C(=O)c2cccs2)cc1	-20	-0.2	-2	-3	-30	1.5	1	6	4	3	11
O=C1CSC(c2cccs2)N1c1ccccc1 (stereo unspecified)	-8	-0.2	-1	-8	7	0.0	-9	10	2	0	-7
CCOCCCNc1nc(=S)[nH]c2cc(OC)c(OC)cc12	12	0.1	1	15	13	-5.0	-4	-3	-5	2	-4
CC(=O)c1cccc(NC(=O)Cn2nc(-c3ccccc3Cl)ccc2=O)c1	20	0.0	-3	-2	22	0.7	-2	-4	-4	2	-14
Cc1ccccc1OCCC(=O)Nc1ccc(S(=O)(=O)N2CCCC2)cc1	24	-0.1	0	.	6	1.7	-7	-7	.	-3	-24
Cc1nn(-c2ccccc2)c2c1C(c1ccco1)C(C#N)=C(N)O2 (stereo unspecified)	2	0.4	3	5	-18	-1.7	-3	-4	2	-5	-3

Two compounds drawn at random from those above, as already listed:
SMILES	Peg3 prom inh	aDG glyco up	Granule exo inh	TRPM1 prom inh	HIF-2a block	hiPSC survival	CaV13 ICDI inh	Vif imaging	NR2E3 ag-1	PDI turbidity	NR2E3 ag-2
O=C1CSC(c2cccs2)N1c1ccccc1 (stereo unspecified)	-8	-0.2	-1	-8	7	0.0	-9	10	2	0	-7
Cc1ccccc1OCCC(=O)Nc1ccc(S(=O)(=O)N2CCCC2)cc1	24	-0.1	0	.	6	1.7	-7	-7	.	-3	-24

The list continues:
SMILES	Peg3 prom inh	aDG glyco up	Granule exo inh	TRPM1 prom inh	HIF-2a block	hiPSC survival	CaV13 ICDI inh	Vif imaging	NR2E3 ag-1	PDI turbidity	NR2E3 ag-2
CC1=C(C(=O)N2CCOCC2)CC(CC(=O)NCc2cccc3ccccc23)C(=O)N1CCCN1CCCC1=O (stereo unspecified)	-3	0.2	0	.	15	1.4	-6	.	.	-2	-2
CC1(C)C[C@H]2C3=CCC4[C@@]5(C)CC[C@H](O)[C@](C)(CO)C5CC[C@@]4(C)[C@]3(C)C[C@H]3O[C@@H]1[C@H](O)[C@]32CO (stereo partly specified)	-2	0.1	-4	18	9	-1.0	-6	-1	3	1	12
CCN1CCN(Cc2c(O)ccc3c(=O)c(-c4ccccc4OC)coc23)CC1	-163	-0.1	-3	-4	-26	-0.2	-5	5	1	5	8
CCOc1ccc(-n2c(=S)sc3c(=O)n(-c4ccccc4)c(SCC(=O)O)nc32)cc1	-2	0.2	5	-2	3	-0.4	-21	-18	2	5	-11
OC1(c2ccccc2)CCN(Cc2ccccc2)CC1	2	-0.2	4	-2	5	-0.5	-3	9	-1	-15	-14
CCn1cc(C2CC(=O)NC2=O)c2ccccc21 (stereo unspecified)	2	-0.1	0	-4	13	0.2	-1	10	-1	1	6
CCN(Cc1cccs1)C(=O)CN1C(=O)NC(c2ccccc2)(c2ccccc2)C1=O	8	0.0	-1	7	32	1.6	-5	13	2	-13	2
Cc1ccc(O)c(NS(=O)(=O)c2cccc3nsnc23)c1	-13	-0.1	1	-12	-46	-0.7	-14	1	1	2	-25
Cc1cc(C(=O)Nc2ccccc2C)n(-c2ccccc2)n1	9	0.1	4	.	3	-0.5	-4	-15	1	-1	8

High-throughput results as filed in PubChem.
